# Bioassay records deposited in PubChem BioAssay by NCI.
# Growth percent in the NCI-60 one-dose screen (48 h, 10 µM unless noted): 100 = growth as untreated, 0 = no growth, -100 = all killed.
# HOP-92 – HOP-92 NSCLC cells; 6.3% of 71,000 active
# MOLT-4 – MOLT-4 leukemia cells | AID 1794779 | 6.9% of 80,000 active
# M14 – M14 melanoma; 6.2% of 80,000 active; AID 1794745
# CCRF-CEM – CCRF-CEM leukemia. AID 1794778. 7% of 77,000 active
# EKVX – EKVX NSCLC. 3% of 71,000 active
# RPMI-8226 – RPMI-8226 leukemia cells. 7.5% of 77,000 active
# A549/ATCC – A549/ATCC NSCLC; 3.7% of 81,000 active
# HOP-62 – HOP-62 NSCLC | 3.9% of 80,000 active | AID 1794735
# Starred values were filed as active, the others as inactive; · = no result given; & = joins results of further samples. How the source made its calls: active means growth percent below 10; inactive means the rest.
# Each structure is followed by: MOLT-4	RPMI-8226	EKVX	HOP-62	M14	CCRF-CEM	HOP-92	A549/ATCC
C#CCOC(=O)/C=C/c1cn(-c2ccccc2)nc1-c1ccc(C)cc1
    103	95	104	94	99	101	82	85
CC(C)(C)OC(=O)CN1CCc2c(sc3ncnc(N4CCN(S(C)(=O)=O)CC4)c23)C1
    94	110	95	113	106	·	131	111
C=CC(=O)N[C@@H](/C=C/C(=O)O)Cc1ccc(-c2cc(Cl)cc(Cl)c2)cc1
    72	76	102	83	97	91	78	74
c1ccc(-c2cnc(C3CCCCC3)o2)cc1
    100	102	111	·	112	88	74	·
Cc1ccc[n+](CC(=O)c2cccc3ccccc23)c1
    98	101	96	100	98	101	97	111
CC(C)Cn1cnc2c(=O)[nH]c(N)nc21
    92	104	101	81	105	107	91	85
Cc1[nH]n(-c2cccc(Cl)c2)c(=O)c1/C=C1\C=c2ccccc2=CC1=O
    44	96	51	-58*	18	36	-2.1*	60
O=C(Nc1nc2ccc(F)cc2s1)c1cc(-c2ccc(Cl)cc2)n2nc(-c3ccccc3)cc2n1
    101	102	107	92	114	62	97	102
O=C(Nc1nc2ccc([N+](=O)[O-])cc2s1)Nc1ccccc1Br
    27	6.1*	35	91	55	38	·	49
C#CCOCC1CN(C)C(=O)O1 (configuration not stated)
    90	110	115	131	107	99	98	94
CCN(CC)c1ccc(/C=N/NC(=O)c2ccc(S(C)(=O)=O)cc2)c(O)c1
    2.7*	21	16	13	3.4*	6.9*	·	12
O=C(N/N=C/c1ccc(Cl)cc1Cl)c1ccccc1Nc1cccc(C(F)(F)F)c1
    56	58	-28*	58	96	32	-0.4*	·
CC(=O)/C=C/c1cccc2c1C(=O)NC(C)(c1cc3cc(Cl)ccc3oc1=O)N2 (configuration not stated)
    65	53	75	87	81	72	·	80
O=C1N(Cc2ccccc2)c2ccccc2[C@@]1(O)c1cc2c(cc1O)OCO2
    103	·	97	·	97	·	·	86
O=c1[nH]c2c(cc1S(=O)(=O)c1ccccc1)CCCc1ccn(Cc3ccccc3)c1-2
    89	93	·	86	106	92	67	91
CCOC(=O)C(Nc1ccccc1)c1ccc(N)cc1 (configuration not stated)
    96	97	·	94	107	·	58	87
NS(=O)(=O)c1ccc(CCn2c(-c3ccc(C(=O)O)cc3)nc(-c3ccccc3)c2-c2ccccc2)cc1
    108	100	100	104	105	104	95	105
COc1ccc(C23N=CC4(CCC(=O)N4c4ccccc4C2O)O3)cc1 (configuration not stated)
    120	105	96	103	98	49	86	110
COc1ccc(-c2oc3c(OC)c4c(c(OC)c3c2CC(=O)NC(C)C)OCO4)cc1
    91	93	89	98	106	101	102	96
O=C1C=COC2(C1)C(=O)Nc1ccccc12 (configuration not stated)
    108	105	104	107	107	102	121	113
O=C1NN=C2CCCCCCCCCCC12 (configuration not stated)
    92	95	·	103	109	97	101	102
Cc1cc(N=Cc2ccc(Cl)cc2)c(N=Cc2ccc(Cl)cc2)cc1C
    79	61	89	75	70	71	74	73
Oc1ccccc1CNCc1ccccc1
    102	99	99	97	102	104	90	91
COc1ccc(-c2nc(SCC(C)C)nc(N/N=C(/C)c3ccc(OC)c(OC)c3)c2C#N)cc1
    55	71	90	87	94	70	38	100
O=c1oc2c(cc1-c1ccc([N+](=O)[O-])cc1)C(O)Oc1ccccc1-2 (configuration not stated)
    64	50	81	98	·	63	-14*	79
Nc1cc2c(O)cc(S(=O)(=O)O)cc2cc1S(=O)(=O)O
    62&71	65&85	88&101	96&92	97	80&108	69&84	110&101
Cc1ccc(S(=O)(=O)Nc2ccccc2)cc1[N+](=O)[O-]
    74	104	100	99	106	93	103	107
Cc1nc2ccc(Nc3nc(Cl)nc(N4CCOCC4)n3)cc2n1Cc1ccccc1
    26	74	·	50	103	46	36	92
CC(CO)N1CCCCCC1 (configuration not stated)
    83	107	94	93	100	61	105	96
O=C1/C(=N\O)CC(c2ccccc2)N1c1ccccc1 (configuration not stated)
    109	107	100	103	100	111	87	98

# Already shown: entries from further up.
# Each structure is followed by: MOLT-4	RPMI-8226	EKVX	HOP-62	M14	CCRF-CEM	HOP-92	A549/ATCC
CC(C)(C)OC(=O)CN1CCc2c(sc3ncnc(N4CCN(S(C)(=O)=O)CC4)c23)C1
    94	110	95	113	106	·	131	111
C=CC(=O)N[C@@H](/C=C/C(=O)O)Cc1ccc(-c2cc(Cl)cc(Cl)c2)cc1
    72	76	102	83	97	91	78	74
c1ccc(-c2cnc(C3CCCCC3)o2)cc1
    100	102	111	·	112	88	74	·
Cc1ccc[n+](CC(=O)c2cccc3ccccc23)c1
    98	101	96	100	98	101	97	111
CC(C)Cn1cnc2c(=O)[nH]c(N)nc21
    92	104	101	81	105	107	91	85
Cc1[nH]n(-c2cccc(Cl)c2)c(=O)c1/C=C1\C=c2ccccc2=CC1=O
    44	96	51	-58*	18	36	-2.1*	60
O=C(Nc1nc2ccc(F)cc2s1)c1cc(-c2ccc(Cl)cc2)n2nc(-c3ccccc3)cc2n1
    101	102	107	92	114	62	97	102
O=C(Nc1nc2ccc([N+](=O)[O-])cc2s1)Nc1ccccc1Br
    27	6.1*	35	91	55	38	·	49
C#CCOCC1CN(C)C(=O)O1 (configuration not stated)
    90	110	115	131	107	99	98	94
CCN(CC)c1ccc(/C=N/NC(=O)c2ccc(S(C)(=O)=O)cc2)c(O)c1
    2.7*	21	16	13	3.4*	6.9*	·	12
O=C(N/N=C/c1ccc(Cl)cc1Cl)c1ccccc1Nc1cccc(C(F)(F)F)c1
    56	58	-28*	58	96	32	-0.4*	·
CC(=O)/C=C/c1cccc2c1C(=O)NC(C)(c1cc3cc(Cl)ccc3oc1=O)N2 (configuration not stated)
    65	53	75	87	81	72	·	80
O=C1N(Cc2ccccc2)c2ccccc2[C@@]1(O)c1cc2c(cc1O)OCO2
    103	·	97	·	97	·	·	86
O=c1[nH]c2c(cc1S(=O)(=O)c1ccccc1)CCCc1ccn(Cc3ccccc3)c1-2
    89	93	·	86	106	92	67	91
CCOC(=O)C(Nc1ccccc1)c1ccc(N)cc1 (configuration not stated)
    96	97	·	94	107	·	58	87
NS(=O)(=O)c1ccc(CCn2c(-c3ccc(C(=O)O)cc3)nc(-c3ccccc3)c2-c2ccccc2)cc1
    108	100	100	104	105	104	95	105
COc1ccc(C23N=CC4(CCC(=O)N4c4ccccc4C2O)O3)cc1 (configuration not stated)
    120	105	96	103	98	49	86	110

# Entries of single compounds from above.
# `O=C(Nc1nc2ccc(F)cc2s1)c1cc(-c2ccc(Cl)cc2)n2nc(-c3ccccc3)cc2n1` across the screens: MOLT-4: 101; RPMI-8226: 102; EKVX: 107; HOP-62: 92; M14: 114; CCRF-CEM: 62; HOP-92: 97; A549/ATCC: 102
# `Cc1nc2ccc(Nc3nc(Cl)nc(N4CCOCC4)n3)cc2n1Cc1ccccc1` across the screens: MOLT-4: 26; RPMI-8226: 74; EKVX: ·; HOP-62: 50; M14: 103; CCRF-CEM: 46; HOP-92: 36; A549/ATCC: 92

# Next part:
# Each structure is followed by: MOLT-4	RPMI-8226	EKVX	HOP-62	M14	CCRF-CEM	HOP-92	A549/ATCC
NCc1ccc(Cl)c(Cl)c1
    109	107	97	84	91	105	111	106
COc1cc2c3c(n(C4CCC(O)CC4)c(=O)c2cc1OC)-c1cc2c(cc1C3=O)OCO2 (configuration not stated)
    27	·	77	·	40	·	·	46
CCC(C)n1c(=N)c(S(=O)(=O)c2ccccc2)cc2c(=O)n3ccccc3nc21 (configuration not stated)
    88	93	94	80	118	100	64	87
CCOc1ccc(-n2cnc3c(=O)[nH]c(N)nc32)cc1
    114	116	·	113	103	20	102	109
CCCC(C(O)CC)[N+](=O)[O-] (configuration not stated)
    104	97	·	96	99	94	85	96
C=CCCCOC1[C@H](OCc2ccccc2)C(OCc2ccccc2)C(OC)O[C@@H]1CNC(=O)c1cccc(-c2ccccc2)c1 (some centres not stated)
    48	70	71	118	86	90	80	84
CCOc1ccc(-n2nc(C(=O)Nc3cc(F)cc(F)c3)nc2-c2cc(OC)c(OC)c(OC)c2)cc1
    64	69	86	95	98	84	68	74
CCCCC[n+]1ccc(SCC(=O)N(C)c2cccc(Cl)c2)c2ccccc21
    90	·	104	107	·	84	99	94
COc1cc(CNC(=O)C[C@H](C)CCC=C(C)C)ccc1OCc1cn(-c2cccc(C(F)(F)F)c2)nn1
    85	90	92	89	92	97	86	43
O=C(O)CCCc1ccccc1
    98	110	116	·	101	102	105	102
CC1(C)CC(=O)C2=C(C1)N(c1ccc(OC(F)(F)F)cc1)C(N)=C(C#N)C2c1ccc(Cl)cc1 (configuration not stated)
    95	·	85	73	94	97	59	76
CNC(C)[C@H]1CCC2C3CC=C4C(=O)[C@@H](NC(=O)C=C(C)C)CC[C@]4(C)C3CC[C@@]21C (some centres not stated)
    -56*	-44*	24	-4.4*	-54*	-20*	9.2*	30
CCCCSCC(=O)c1ccccc1
    93	106	99	81	99	92	95	78
Cc1nn(-c2ccccc2)c2nc(NC(C)c3ccccc3)c(C#N)cc12 (configuration not stated)
    88	84	58	67	104	101	87	75
O=C(Nc1cccc(C(F)(F)F)c1)Nc1ccc(OCc2nnc(-c3ccccc3)o2)c(F)c1
    17	2.0*	·	56	41	8.1*	-8.2*	30
CC[C@H](CC[C@@H](C)[C@H]1CC[C@H]2[C@@H]3CC(=O)C4=CC(=O)/C(=C/c5ccc(Br)cc5)C[C@]4(C)[C@H]3CC[C@]12C)C(C)C
    98	103	100	98	98	105	113	101
CN(C)c1ccccc1Br
    93	102	113	100	102	100	78	103
Cc1c(NC(=O)CCCn2c(O)c(/C=C3\C=Nc4ccccc43)sc2=S)c(=O)n(-c2ccccc2)n1C
    90	82	99	91	103	100	89	104
CC(O)(c1ccccc1)C(c1ccccc1)C1CCCCN1 (configuration not stated)
    100	102	104	99	92	101	90	88
Cc1ccc(NC(=O)C(C)C)cc1
    94	101	97	96	104	89	108	99
COc1ccc(-n2ncn(Cc3cc(=O)oc4c3ccc3ccccc34)c2=O)cc1
    ·	97	102	89	95	94	96	99
CNC(=O)c1cccc(N2CCc3c2ccc(NC(=O)Nc2ccccc2)c3F)c1
    99	96	95	91	101	99	100	96
CCCn1c(O)c(N=Nc2ccc(S(N)(=O)=O)cc2)c2cc(Cl)ccc21
    123	110	99	105	102	115	109	101
C#CCOc1cc(/C=N/Nc2nc(-c3ccc(Cl)cc3)cs2)ccc1O
    84	68	73	104	94	83	89	85
CCOc1ccc(/C=N\N2CCCCCC2)cc1OCC
    106	83	77	94	105	102	54	106
Cn1c(=O)c2[nH]c(/N=N/SCCO)nc2n(C)c1=O
    96	104	96	81	111	110	88	92
Cc1cc(Oc2ccccc2)ccc1Nc1ncnc2ccc(-c3cnc(Cl)c(NS(C)(=O)=O)c3)cc12
    -0.7*	7.6*	21	28	20	21	-14*	11
CCOC(=O)c1cc2c(n(C)c1=O)-c1cnn(-c3ccc(OC)cc3)c1CC2
    94	89	·	108	106	89	104	98
CCOC(=O)c1ccc2n1CCCc1cnc(NC3CCCCC3)nc1-2
    84	72	82	·	99	86	74	91
COc1ccc(/C=C/C(=O)Nc2ccc(-c3nc4ccc(OC)cc4s3)cc2)cc1
    82	96	100	101	106	98	·	103
